Lamin A splicing: changes lamin A minigene splicing in HeLa cells; HeLa LMNA splicing GFP/RFP minigene ratio, 48 h; 200,000 tested, 0.01% active; Potency, µM (top dose mostly 46.1 µM), without a hit: at the top dose ratio change, negative = inhibition, most hits filed as inhibitors; active means well fitted inhibition curve with a large enough effect in the signal ratio, with a control signal flat, not every such curve was filed as active; inconclusive means small, poorly fitted or top-dose-only effect, or effect the other way, or a change in a side signal; the % refers to the signal ratio; further: on the % scale 0 is the no-effect control and ±100 the full control effect
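S3 HeLa stable clones carrying a lamin A-EGFP splicing minigene plus DsRed2 were seeded at 600 cells/well in Opti-MEM with 2% FBS, pin-dosed and incubated 48 h at 37°C. Acumen cytometry (488 nm) gave the GFP/RFP total-intensity ratio.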
ALDH1A1 block: inhibitors of human aldehyde dehydrogenase 1A1. P00352. Purified ALDH1A1, NADH fluorescence, propionaldehyde substrate. Potency, µM (series often up to 75.3 µM), inactives show at the highest dose activity, negative = inhibition, most hits filed as inhibitors. 220,000 tested, 7.3% active. AID 1030; active means well fitted inhibition curve with a large enough effect, not every such curve was filed as active; inconclusive means small, poorly fitted or top-dose-only effect, or another doubt; inactive means no such curve, though single readings can be large or run the other way;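 further: plate controls were no enzyme wells and a reference inhibitor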
RGS12 GoLoco inh: inhibitors of human Gai1-RGS12 GoLoco interaction (red fluorophore); Potency, µM (highest dose often 61.6 µM), inactives show at the highest dose activity, negative = inhibition, most hits filed as inhibitors; Gai1:RGS12 GoLoco peptide FP, rhodamine, 10 min; 230,000 tested, 0.44% active; P63096; active means well fitted inhibition curve with a large enough effect, not every such curve was filed as active; inactive means no such curve, though single readings can be large or run the other way; further: on the % scale 0 is the no-effect control and ±100 the full control effect; nearly all actives have a fitted effect of over 30% in size; many of its hits are not listed in these tables
Target sequence (P63096 whole entry, looked up): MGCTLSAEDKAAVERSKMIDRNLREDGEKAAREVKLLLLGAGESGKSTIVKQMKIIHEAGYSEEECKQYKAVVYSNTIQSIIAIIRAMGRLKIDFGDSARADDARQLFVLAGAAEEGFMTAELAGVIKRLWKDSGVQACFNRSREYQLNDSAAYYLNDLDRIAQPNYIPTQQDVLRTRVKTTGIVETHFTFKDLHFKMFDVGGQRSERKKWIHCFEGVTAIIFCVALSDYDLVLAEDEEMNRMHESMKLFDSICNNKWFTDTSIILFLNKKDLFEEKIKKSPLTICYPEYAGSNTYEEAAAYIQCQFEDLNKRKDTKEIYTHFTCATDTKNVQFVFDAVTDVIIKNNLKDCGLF
TRb SRC2 PPI: TRbeta-SRC2 interaction inhibition; P10828; TRbeta-SRC2 peptide binding, fluorescence polarization; receptor liganded with 1 µM T3; Potency, µM (series often up to 106 µM), inactives show top-dose activity change, negative = inhibition, usual class: inhibitors; 280,000 tested, 0.065% active;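 further: plate controls were bound peptide for no effect and peptide without receptor for full effect; nearly all actives have a fitted effect of over 50% in size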
Target sequence (P10828 whole entry, looked up): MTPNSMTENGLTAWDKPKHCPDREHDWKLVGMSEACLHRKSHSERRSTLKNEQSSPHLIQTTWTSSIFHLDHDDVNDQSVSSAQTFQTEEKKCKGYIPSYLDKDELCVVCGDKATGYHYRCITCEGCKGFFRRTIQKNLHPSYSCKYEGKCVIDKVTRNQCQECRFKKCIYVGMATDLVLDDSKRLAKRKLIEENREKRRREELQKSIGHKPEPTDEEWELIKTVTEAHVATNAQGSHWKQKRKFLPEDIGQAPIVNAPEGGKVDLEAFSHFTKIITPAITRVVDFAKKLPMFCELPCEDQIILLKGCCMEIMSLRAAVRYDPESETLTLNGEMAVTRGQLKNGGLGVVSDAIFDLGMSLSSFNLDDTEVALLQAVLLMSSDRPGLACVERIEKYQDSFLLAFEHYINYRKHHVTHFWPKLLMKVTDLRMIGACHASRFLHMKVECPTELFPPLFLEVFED
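Fluorescence polarization of 20 nM Texas Red SRC2 peptide (20-aa NR interaction domain) bound to 0.6 uM human TRb ligand-binding domain, with 1 uM T3, after 5 hr at ambient temperature; inhibition seen as decreased polarization.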
JMJD2E inh: JMJD2E (human) inhibition. B2RXH2. JMJD2E catalytic domain, FDH-coupled NADH fluorescence (FDH is formaldehyde dehydrogenase). Potency, µM (doses to about 57.1 µM), for the others: at the highest dose activity change, negative = inhibition, usual class: inhibitors. 230,000 tested, 1.6% active; active means well fitted inhibition curve with a large enough effect, not every such curve was filed as active; inconclusive means small, poorly fitted or top-dose-only effect, or another doubt; inactive means no such curve, though single readings can be large or run the other way;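 further: 0% = wells with enzyme and -100% = buffer wells without enzyme; nearly all actives have a fitted effect of over 50% in size; many of its hits are not listed in these tables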
TexasRed fluor: alters Texas Red total fluorescence, flagging assay interference; TRb/SRC2 Texas Red total fluorescence interference; AID 1479; Potency, µM (highest dose often 106 µM), without a hit: top-dose fluorescence change, negative = quenching; 280,000 tested, 0.29% active; active means well fitted curve in either direction with a large enough effect; inconclusive means small, poorly fitted or top-dose-only effect; further: on the % scale 0 is the no-effect control and ±100 the full control effect
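Flags fluorescent or light-absorbing compounds by total fluorescence, S + 2P, at 555 nm excitation and 632 nm emission. Mixture: 20 nM Texas Red SRC2 peptide, 0.6 uM human TRb LBD, 1 uM T3, 5% DMSO; compound exposure 5 h at ambient temperature.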
RECQ1 helicase: inhibitors of human RECQ1 DNA helicase; Potency, µM (doses to about 57.3 µM), for the others: top-dose activity, negative = inhibition, actives largely listed as inhibitors; P46063; RECQ1 DNA unwinding, red fluorescence kinetic read; AID 2549; 240,000 tested, 0.54% active;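 further: plate controls were vehicle for no effect and no enzyme for full effect; nearly all actives have a fitted effect of over 30% in size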
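50 nM RECQ1T1 preincubated 15 min with compound in Tris pH 8.0 buffer with MgCl2, DTT, Tween-20 and 2.5 ug/ml poly(dI-dC); started with 200 nM TAMRA/BHQ-2 forked duplex and 2 mM ATP. Unwinding read as fluorescence (525/598 nm), two reads 2 h apart.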
SMN2 splice enh: SMN2 splice variant enhancement; HEK293 SMN2-luciferase splicing reporter, luminescence, 30-36 h; Potency, µM (top dose mostly 46.1 µM), for the others: top-dose activity change, positive = activation, hits mostly activators; 210,000 tested, 2.8% active; further: % of control where 0% means no effect; nearly all actives have a fitted effect of over 55% in size
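HEK293 cells carry an SMN2 minigene-luciferase reporter in which exon 7 inclusion puts luciferase in frame. Cells were seeded at 2000 cells/well, attached for 10-12 hours, then exposed to compounds for 30-36 hours at 37C before ONE-Glo luminescence.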
* = called active by the depositor; i = inactive; ? = inconclusive; . = not tested or not shown; & = joins results of further samples; [ ] = remark or other dose. Unless noted, the call rests on the fitted dose curve; in most records, active means well fitted curve in the direction sought with a large enough effect; inconclusive means small, poorly fitted or top-dose-only effect, or another doubt; inactive means no such curve, though single readings can be large; an effect the other way counts as inactive or inconclusive. Potency means the concentration at half of the fitted maximal effect. Only part of the results is shown; rates above refer to the full screens.

#	structure	Lamin A splicing	ALDH1A1 block	RGS12 GoLoco inh	TRb SRC2 PPI	JMJD2E inh	TexasRed fluor	RECQ1 helicase	SMN2 splice enh
1	CCOC(=O)c1sc(NC(=O)c2ccc(S(=O)(=O)N(C)C)cc2)cc1C	?	2%	29%	-25%	63%[activator]	1%	i	-19%
2	COc1ccccc1Oc1c(C)oc2c(CN3CCOCC3)c(O)ccc2c1=O	.	.	7%	11%	?	2%	-3%	.
3	CC(C)NC(=O)C(=O)NCCN1CCN(S(=O)(=O)c2ccc(Cl)cc2)CC1	17%	2%	8%	2%	10%	-1%	-6%	-24%
4	Cc1nn(C)c(C(=O)N2CCc3ccccc32)c1Cl	-1%	-1%	6%	-28%	-7%	-1%	7%	-12%
5	COC(=O)c1cc(Br)c(=O)n(Cc2ccncc2)c1	-1%	6%	7%	-11%	0%	-3%	i	9%
6	COCC(=O)N/N=C/c1ccc(Sc2nc3ccccc3s2)o1	2%	?	0%	-3%	-21%	-3%	i	4%
7	Nc1ccc(-c2ccc(N)c(C(=O)O)c2)cc1C(=O)O	.	.	-2%	-4%	?	-8%	9%	.
8	COc1ccc(C2N(C(=O)c3ccccc3)CCN2C(=O)c2ccc(C)cc2)cc1 (configuration not stated)	-2%	1%	9%	-10%	2%	-2%	-4%	0%
9	Cc1cc(C(=O)N/N=C/c2ccc(O)c([N+](=O)[O-])c2)n[nH]1	-10%	-1%	6%	6%	-2%	-20%	-2%	-6%
10	O=C(NCc1ccco1)c1ccccc1-c1ccc(C(F)(F)F)cc1	0%[0.0737 µM]	-7%	9%	6%	9%	1%	-2%	-16%
11	O=C(NCCCO)C(=O)NCCc1ccc(Cl)cc1	5%	14%	4%	3%	6%	1%	-9%	15%
12	Cc1c(NC(=O)C(C)Sc2ccccc2)c(=O)n(-c2ccccc2)n1C (configuration not stated)	-1%	7%	5%	6%	-1%	-2%	-3%	5%
13	COc1ccc(CN2CCS(=O)(=O)CC2)cc1OC	.	-14%	-2%	6%	10%	1%	i	-6%
14	COc1ccc(C(CCN2CCCCC2)c2c(O)cc(OC)cc2OC)cc1 (configuration not stated)	.	.	7%	1%&3%	5%	-2%&-3%	i	.
15	CCOCC(=O)Nc1cc(C(=O)Nc2cccc(C)c2C)ccc1Cl	-5%	2%	-8%	-16%	0%	-1%	-15%	-3%
16	CCC(=O)n1nc(-c2ccccc2)nc1NCc1ccccc1	-2%	-2%	-3%	-1%	0%	-3%	-5%	?
17	O=C(O)C1CC=CCC1C(=O)Nc1ccc(Oc2ccc(Cl)cc2)cc1 (configuration not stated)	?	1.4µM*	16%	5%	-12%	-6%	4%	8%
18	Cc1ccc(NC(=O)C(C)N2C(=O)C3CC=C(Cl)CC3C2=O)cc1 (configuration not stated)	9%	-1%	-10%	-17%	-7%	3%	-20%	27%
19	CN1CCN(C(=O)Cn2c(C(F)(F)F)nc3ccccc32)CC1	11%	2%	5%	-8%	4%	-1%	-14%	1%
20	CCN(CC)S(=O)(=O)c1cccc(C(=O)Nc2cc(C)nn2-c2ccccc2)c1	-1%	5%	-2%	3%	-6%	-8%	-1%	-23%
21	Cc1cccc(C)c1OCC(=O)Nc1ccc(N2CCOCC2)cc1	.	-10%	6%	3%	3%	-2%	-2%	.
22	O=C(Nc1ccccc1)N1C2CCC1CC(O)(c1cccnc1)C2 (configuration not stated)	-7%	-11%	-1%	9%	5%	1%	-7%	5%
23	COC(=O)c1nnn(-c2ccccc2)c1N	1%	2%	-2%	-2%	3%	-2%	0%	24%
24	CCOc1ccccc1-c1ccc(C(=O)NCc2ccccc2)o1	-10%	?	-7%	6%	?	-2%	-15%	-9%
25	C[C@@](N)(C(=O)O)c1ccc(S(=O)(=O)O)cc1	.	-5%	6%	-1%	-1%	-3%	-6%	.
26	CCCCNC(=O)c1cc2c(C)cc(C)cc2[nH]1	.	.	5%	-6%	?	0%	i	.
27	Cc1ccc2[nH]c(=O)c(C3=NN(C(=O)CCC(=O)O)C(c4cccs4)C3)c(-c3ccccc3)c2c1 (configuration not stated)	-6%	?	-6%	1%	?	3%	-2%	-24%
28	Cc1nc2ccccc2cc1C(=O)N/N=C/c1ccc([N+](=O)[O-])cc1	?	-8%	7%	1%	0%	-3%	i	-19%
29	CCN(CC)CCNC(=O)c1ccc(NC(=O)c2ccc(Cl)c(S(=O)(=O)Nc3ccccc3OC)c2)cc1	6%	-2%	7%	3%	-1%	3%	-5%	-7%
30	CCn1c(Cc2cccs2)nnc1SCC(=O)NC(C)(C)C	.	-4%	-14%	-6%	-20%	0%	-5%	41%
31	O=C(COC(=O)C1(c2ccccc2)CC1)N1CCN(c2ccc(F)cc2)CC1	-5%	-10%	-1%	6%	-3%	1%	i	-20%
32	O=C(NCc1ccncc1)c1ccc(Oc2ccccc2)cc1	?	-7%	3%	0%	-7%	-3%	-14%	-41%[inhibitor]
33	CCOC(=O)c1ccc(-n2nc(C)cc2C)cc1	.	10%	2%	-4%	-8%	-2%	-6%	.
34	COc1cc(/C=C(/C#N)C(=O)Nc2ccccc2)ccc1OCc1ccc(C(=O)O)cc1	-10%[46 µM]	22µM*	4%	1%	-25%	-2%	-2%	-11%
35	CC(OC(=O)Cc1coc2ccc3ccccc3c12)C(=O)Nc1ncc(Cl)cc1Cl (configuration not stated)	?	6%	13%	0%	16%	2%	?	7%
36	COc1cccc(C(=O)NC(=S)Nc2ccc([N+](=O)[O-])cc2C)c1	6%	?	2%	4%	4%	1%	1%	-12%
37	O=C(NCc1cccs1)C1CCN(c2nc3ccccc3o2)CC1	8%	8%	-1%	-16%	-6%	-3%	i	-26%
38	C#Cc1cccc(NC(=O)C2CCN(C(C)=O)CC2)c1	.	15%	-5%	-3%	7%	-6%	-4%	.
39	O=C(Nc1cccc(S(=O)(=O)N2CCOCC2)c1)c1cnn2c(C(F)F)cc(-c3ccccc3)nc12	14%[46 µM]	3%	4%	2%[53 µM]	5%	-1%[53 µM]	-11%	.
40	CC(=O)N(CCS(=O)(=O)c1ccc(Cl)cc1)Cc1cccs1	0%[46 µM]	?	6%	-5%	-10%	-3%	-11%	.
41	CCOC(=O)N1CCN(c2c(NCCc3ccc(C)cc3)c(=O)c2=O)CC1	.	0%	2%	-1%	-2%	-4%	-3%	.
42	CC(=O)c1cccc2c(O)c(C3=Nc4ccccc4C3=O)[nH]c12	?	?	21%	6%	?	0%	28%	0.56µM*
43	CCCN(CCC)c1c([N+](=O)[O-])c(=O)oc2ccccc12	-2%	0%	6%	-13%	0%	-3%	-13%	-7%
44	O=C(O)C1CCCCC1C(=O)Nc1cnn(Cc2ccccc2)c1 (configuration not stated)	4%	4%	8%	3%	0%	-1%	-3%	4%
45	CN(Cc1nc(-c2cnccn2)no1)Cc1n[nH]c2c1CCCC2	?	-3%	12%	3%	2%	-4%	i	.
46	COc1ccc(C(NC(=O)c2cccc(F)c2)c2ccccc2)cc1 (configuration not stated)	?	?	.	1%	2%	1%	-1%	.
47	N#CC1=C(Nc2ccccc2)SC=C(c2ccc(F)cc2)N=C1N1CCOCC1	2%	1%	7%	2%	5%	2%	-15%	0%
48	CC(C)(Cl)C1Cc2cc3ccc(=O)oc3cc2O1 (configuration not stated)	-5%	?	9%	-2%	?	-1%	i	-8%
49	COc1ccccc1CC(=O)Nc1ccc(-c2noc(COc3cccc(C)c3C)n2)cc1	-1%	11%	13%	-5%	-3%	-5%	-11%	-31%[inhibitor]
50	O=C(NCc1cn2ccsc2n1)Nc1cccc(Cl)c1	-5%	1%	3%	-14%	7%	0%	-2%	-8%
